Screening results deposited in PubChem BioAssay by National Center for Advancing Translational Sciences (NCATS).
FBPA coupling cs – coupling enzyme interference in Giardia aldolase counter-screen; coupling enzyme system counterscreen, AmpLite Red fluorescence; activity change, negative = inhibition, % at 58.2 µM, hits read low; 0.67% of 290,000 active; AID 2472; in the data active = activity change below about -30%; note: % is set by controls: 0 for no effect and ±100 for the full control effect
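Counterscreen of the coupled detection system alone, without aldolase: glyceraldehyde-3-phosphate coupling enzymes plus AmpLite Red readout. Compounds at 57.5 uM final, 10 min RT preincubation, 20 min RT reaction, fluorescence 525/598 nm.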
GALK inh – inhibitors of human galactokinase; P51570; Purified GALK, Kinase-Glo residual ATP luminescence; Potency, µM (top dose mostly 57.5 µM), for inactives: top-dose activity change, negative = inhibition, actives largely listed as inhibitors; 0.007% of 270,000 active; note: potency is the fitted concentration of half-maximal effect; % is set by controls: 0 for no effect and ±100 for the full control effect
Target sequence (P51570 whole entry, looked up): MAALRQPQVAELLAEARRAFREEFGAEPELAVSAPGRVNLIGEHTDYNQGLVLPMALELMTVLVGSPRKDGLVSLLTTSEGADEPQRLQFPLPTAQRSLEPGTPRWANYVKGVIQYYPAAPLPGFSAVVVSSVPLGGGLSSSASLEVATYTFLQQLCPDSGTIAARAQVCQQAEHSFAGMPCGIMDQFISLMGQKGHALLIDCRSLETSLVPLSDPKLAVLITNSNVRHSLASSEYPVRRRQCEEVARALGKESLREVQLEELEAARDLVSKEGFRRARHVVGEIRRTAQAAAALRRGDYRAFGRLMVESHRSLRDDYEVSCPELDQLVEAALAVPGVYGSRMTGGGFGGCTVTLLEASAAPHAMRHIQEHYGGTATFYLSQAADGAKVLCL
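The enzyme phosphorylates galactose (100 uM) using ATP (35 uM); inhibition is detected as higher residual ATP, quantified by bioluminescence after 1 h reaction at room temperature, pH 8.0.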
Giardia kill – kills Giardia lamblia | Giardia lamblia trophozoite viability | activity change, % at 7.66 µM, hits read low | 0.15% of 340,000 active; in the data active = activity change below about -80%; inconclusive = between about -30% and that limit;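 note: parasites exposed to compound for two days anaerobically before the ATP read; % is set by controls: 0 for no effect and ±100 for the full control effect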
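Trophozoite viability was measured as ATP-dependent luminescence, read 15-30 min after reagent addition. Before that, parasites at 100 cells/well were exposed to compounds for 48 h, anaerobically, at 37 deg C.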
A-T KAP1 phos – candidate therapy for ataxia-telangiectasia; […] A-T fibroblasts, KAP-1 phosphorylation AlphaLISA; neocarzinostatin DNA damage 30 min before lysis; Potency, µM (top dose mostly 57.5 µM), without a hit: at the highest dose activation, most hits filed as activators; 0.19% of 320,000 active; AID 485349; note: potency is the fitted concentration of half-maximal effect; % of control where 0% means no effect; nearly all actives have a fitted effect of over 45% in size
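ATM-like activity read as KAP-1 phosphorylation via AlphaLISA donor/acceptor antibody pairs after lysis and 6 hr at 25C. Cells were ATM-null patient fibroblasts ([…], hTERT), dosed 60 min, then exposed to the DSB inducer NCS for 30 min.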
KCNH2 WT inh – inhibitors of human wildtype KCNH2 potassium channel. 0.37% of 340,000 active. U2OS, BacMam KCNH2, thallium flux FluxOr; hits give low values. activity change, % at 1.84 µM;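 active = maximum activity change below -70%; inconclusive = maximum activity change between -70% and -50%; inactive = maximum activity change above -50%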; note: % is set by controls: 0 for no effect and ±100 for the full control effect
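U2OS cells transduced with wild-type KCNH2 virus are loaded with FluxOr dye for 45 min, and thallium flux is measured in kinetic reads before and after stimulation buffer. Rate constants are normalized to DMSO controls.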
TCR act – T cell receptor activation; primary human leukocytes, anti-CD3, IL-2 HTRF, 48 h; Potency, µM (top dose mostly 9.22 µM), for inactives: at the highest dose activation of IL-2 secretion, actives largely listed as activators; 330,000 tested, under 10 active; note: % of control where 0% means no effect
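IL-2 release read by HTRF sandwich (Eu cryptate donor, d2 acceptor, 665 nm emission) after 48 hr exposure of primary human leukocytes to compound together with anti-CD3 beads in the absence of co-stimulatory signals.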
CXXC DNA block – blocks binding of human MLL CXXC domain to DNA. Q03164. MLL-CXXC / FITC-HOXA9 DNA fluorescence polarization. Potency, µM (titrated, usually from 115 µM), without a hit: at the highest dose activity change, negative = inhibition, actives largely listed as inhibitors. 0.037% of 290,000 active. AID 2662; active = well fitted inhibition curve with a large enough effect in the polarisation, with a control signal flat, not every such curve was filed as active; inconclusive = small, poorly fitted or top-dose-only effect, or effect the other way, or a change in a side signal; inactive = no such curve, though single readings can be large or run the other way; the % refers to the polarisation; note: potency is the fitted concentration of half-maximal effect
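Purified MLL-CXXC (added from a 7 uM solution) was preincubated 5 min at ambient with pinned compounds in 50 mM Tris-HCl pH 7.5, 50 mM NaCl, 1 mM DTT, 0.05% BSA. Fluorescein-labeled HOX-A9 DNA (50 nM solution) followed, 30 min, then polarization read.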
TSHR antag – blocks TSH signaling through the human TSH receptor; P16473; TSHR-expressing cells, TSH-stimulated cAMP HTRF, 2 h; hits give low values; activity change, negative = inhibition, % at 11.5 µM; 0.2% of 330,000 active;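 active = activity change below a set negative limit, meaning inhibition stronger than a set level, cut at about -70% in these data; inconclusive = activity change between two set negative limits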; note: % is set by controls: 0 for no effect and ±100 for the full control effect
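Freshly harvested TSHR cells receive pin-tooled compound, then EC80 TSH at 4nM final. After 2 hours at 37 deg C, antibody in lysis buffer and cAMP-d2 are added; 30 minutes at ambient temperature precede the HTRF read.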
BCR signal inh – inhibitors of chronic active B-cell receptor signaling. 0.05% of 340,000 active. AID 493014. ABC-DLBCL IkBa-CBG/CBR reporter, luminescence ratio, 4 h. Potency, µM (doses to about 46.1 µM), without a hit: at the highest dose ratio change, negative = lower green/red ratio, most hits filed as inhibitors; active = well fitted inhibition curve with a large enough effect in the signal ratio, with a control signal flat, not every such curve was filed as active; inconclusive = small, poorly fitted or top-dose-only effect, or effect the other way, or a change in a side signal; the % refers to the signal ratio;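 note: potency is the fitted concentration of half-maximal effect; plate controls were basal doxycycline-induced cells for no effect and cells given 10 µM MG132 for full effect; MG132 reads +100%, hits lower the ratio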
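TMD8 ABC-DLBCL cells carrying doxycycline-inducible green luciferase fused to IkappaBalpha plus unfused red luciferase were exposed to compounds (up to 46 uM) for 4 hrs at 37C. Activity came from the overlap-corrected green/red luminescence ratio.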
Tb PFK inh – T. brucei PFK enzyme inhibition; O15648; T. brucei PFK, ADP-Glo luminescence; Potency, µM (titrated, usually from 57.5 µM), inactives show top-dose activity, negative = inhibition, usual class: inhibitors; 0.17% of 330,000 active;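 note: potency is the fitted concentration of half-maximal effect; 0% = uninhibited 1x PFK enzyme wells and -100% = no-enzyme wells; nearly all actives have a fitted effect of over 60% in size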
Target sequence (O15648 whole entry, looked up): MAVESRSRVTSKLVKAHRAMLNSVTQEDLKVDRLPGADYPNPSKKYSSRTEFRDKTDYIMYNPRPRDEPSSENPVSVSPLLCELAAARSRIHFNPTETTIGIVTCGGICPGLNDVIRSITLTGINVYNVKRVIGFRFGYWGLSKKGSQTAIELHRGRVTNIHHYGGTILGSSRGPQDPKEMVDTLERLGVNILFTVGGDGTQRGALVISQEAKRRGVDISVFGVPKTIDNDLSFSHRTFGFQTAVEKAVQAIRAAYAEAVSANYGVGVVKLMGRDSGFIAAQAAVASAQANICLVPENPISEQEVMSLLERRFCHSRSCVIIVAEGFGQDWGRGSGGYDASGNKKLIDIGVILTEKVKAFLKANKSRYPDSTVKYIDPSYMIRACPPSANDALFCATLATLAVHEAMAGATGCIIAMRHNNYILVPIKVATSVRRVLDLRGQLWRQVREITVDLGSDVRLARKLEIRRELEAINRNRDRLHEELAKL
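Luminescent ADP detection (ADP-Glo, two-step: ATP depletion then ADP-to-ATP conversion for luciferase) reported PFK activity after 45 min room-temperature reaction of 1.25 nM enzyme with 0.5 mM F6P and 0.1 mM ATP at pH 8.0.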
* hit, by the source's call; ? = inconclusive; . = not tested or not shown; [ ] = another dose, or the depositor's remark. Unless noted, calls come from the whole dose curve; as a rule, active = well fitted curve in the direction sought with a large enough effect; inconclusive = small, poorly fitted or top-dose-only effect, or another doubt; inactive = no such curve, though single readings can be large; an effect the other way counts as inactive or inconclusive.

1) CCn1c(SCC(=O)N2CCOCC2)nnc1-c1cccs1
2) COc1cccc(C(=O)NC2CC3CCCC(C2)N3CC(=O)Nc2ccccc2C(F)(F)F)c1 (configuration not stated)
3) CC(=NNC(=O)Cn1ccc(C(F)(F)F)n1)c1ccc(-n2ccnc2)cc1
4) Cc1ccc(S(=O)(=O)N2CCN(Cc3cc(C(C)C)ccc3O)CC2)cc1
5) CC(C)C(NC(=O)c1ccc(F)cc1)C(=O)OCC(=O)N1CC(=O)Nc2ccccc21 (configuration not stated)
6) Cc1ccc(C(=O)OCC(=O)Nc2c(C)n(C)n(-c3ccccc3)c2=O)cc1[N+](=O)[O-]
Assay by compound,1,2,3,4,5,6
FBPA coupling cs,4,0,.,-1,0,-2
GALK inh,3%,-1%,.,-1%,1%,16%
Giardia kill,6,24,15,-8,9,4
A-T KAP1 phos,7%,-5%,7%,1%,-2%,-4%
KCNH2 WT inh,1,-2,14,-8,-3,4
TCR act,-4%,-10%,-1%,1%,4%[46.1 µM],-6%
CXXC DNA block,-2%,36%[activator],.,3%,1%,?
TSHR antag,10,-25,-10,-11,1,-2
BCR signal inh,-2%,?,3%,12%,3%,0%
Tb PFK inh,-4%,-3%,-2%,2%,-3%,1%

7) O=C(CCc1ccccc1)NNC(=O)COc1ccc([N+](=O)[O-])cc1
8) Cc1ccc(NC(=O)CCCc2c[nH]c3ccccc23)nc1
9) CNc1nc2ccccc2n1CC(=O)c1ccccc1
10) CN(C(=S)Nc1ccccc1)c1ccccc1
11) NS(=O)(=O)c1ccc(NNC(=O)c2cccs2)cc1
12) Cn1c(N)c(C(=O)COC(=O)c2cccnc2Cl)c(=O)n(C)c1=O
Assay by compound,7,8,9,10,11,12
FBPA coupling cs,.,0,2,4,0,0
GALK inh,-3%,-2%,2%,.,-1%,3%
Giardia kill,6,-16,-11,-12,4,8
A-T KAP1 phos,-1%,9%,-10%,4%,22%,-5%
KCNH2 WT inh,2,7,0,-2,1,-3
TCR act,3%,3%,0%,1%[46.1 µM],2%,-3%
CXXC DNA block,9%,?,-4%,0%,-5%,21%
TSHR antag,-10,12,4,-7,0,3
BCR signal inh,?,2%,6%,2%,?,-16%
Tb PFK inh,-2%,-2%,-4%,-11%,3%,-6%

13) COc1ccccc1C(=O)NC(CCSC)C(=O)NCC(c1ccccc1OC)N1CCCC1 (configuration not stated)
14) O=C(CCCN1C(=O)c2ccccc2C1=O)NCc1cccnc1
15) COc1cc2ccccc2cc1C(=O)Nc1ccncc1
16) O=C(COC(=O)c1cc(=O)[nH]c(=O)[nH]1)Nc1ccccc1F
17) N#C/C(=C\c1ccc(OCc2ccccc2)cc1)C(=O)Nc1ccc(C(=O)O)cc1
18) COC(=O)c1ccc(C)c(NC(=O)CCn2[nH]c(=O)ccc2=O)c1
Assay by compound,13,14,15,16,17,18
FBPA coupling cs,.,-15,.,.,3,.
GALK inh,.,-1%,.,.,2%,.
Giardia kill,-1,-15,21,15,-4,8
A-T KAP1 phos,-3%,-3%,-1%,2%,-2%,5%
KCNH2 WT inh,5,-9,6,-9,37,-2
TCR act,4%,0%,1%,10%,2%,-1%
CXXC DNA block,.,1%,.,.,-1%,.
TSHR antag,21,-1,-5,-2,-21,4
BCR signal inh,-13%,?,-17%,2%,-4%,-1%
Tb PFK inh,8%,3%,0%,2%,0%,-2%

19) O=C(NCc1ccon1)C1CCC(=O)N(CCc2cccc(F)c2)C1 (configuration not stated)
20) Nc1ccc(-n2nnnc2-c2ccco2)cc1
21) CCc1ccc(NC2=NCC(=O)N2c2ccc3c(c2)OCCO3)cc1
22) CCN(CC)C(=O)CSc1nc(N)c(C#N)c(-c2cccs2)c1C#N
23) CCOC(=O)C1=C(C)Nc2nc(SCc3cccnc3)nn2C1c1ccc(OC)cc1 (configuration not stated)
24) Cc1nn(-c2nc3ccccc3s2)c(N)c1-c1ccccc1
Assay by compound,19,20,21,22,23,24
FBPA coupling cs,2,1,3,3,0,0
GALK inh,-3%,0%,-1%,1%,3%,0%
Giardia kill,-20,13,13,-11,-17,-9
A-T KAP1 phos,0%,0%,1%,4%,25%,0%
KCNH2 WT inh,12,-7,-5,12,-4,2
TCR act,2%,1%,-1%[46.1 µM],-4%[46.1 µM],-1%,-5%
CXXC DNA block,20%,-6%,-2%,-4%,-1%,21%
TSHR antag,-1,1,-13,-1,3,-50
BCR signal inh,-5%,0%,3%,?,5%,-1%
Tb PFK inh,-2%,3%,-4%,0%,5%,-14%

4 of the compounds above, as labelled records.
#20 Nc1ccc(-n2nnnc2-c2ccco2)cc1
  FBPA coupling cs = 1 | GALK inh = 0% | Giardia kill = 13 | A-T KAP1 phos = 0% | KCNH2 WT inh = -7 | TCR act = 1% | CXXC DNA block = -6% | TSHR antag = 1 | BCR signal inh = 0% | Tb PFK inh = 3%
#21 CCc1ccc(NC2=NCC(=O)N2c2ccc3c(c2)OCCO3)cc1
  FBPA coupling cs = 3 | GALK inh = -1% | Giardia kill = 13 | A-T KAP1 phos = 1% | KCNH2 WT inh = -5 | TCR act = -1%[46.1 µM] | CXXC DNA block = -2% | TSHR antag = -13 | BCR signal inh = 3% | Tb PFK inh = -4%
#22 CCN(CC)C(=O)CSc1nc(N)c(C#N)c(-c2cccs2)c1C#N
  FBPA coupling cs = 3 | GALK inh = 1% | Giardia kill = -11 | A-T KAP1 phos = 4% | KCNH2 WT inh = 12 | TCR act = -4%[46.1 µM] | CXXC DNA block = -4% | TSHR antag = -1 | BCR signal inh = ? | Tb PFK inh = 0%
#23 CCOC(=O)C1=C(C)Nc2nc(SCc3cccnc3)nn2C1c1ccc(OC)cc1 (configuration not stated)
  FBPA coupling cs = 0 | GALK inh = 3% | Giardia kill = -17 | A-T KAP1 phos = 25% | KCNH2 WT inh = -4 | TCR act = -1% | CXXC DNA block = -1% | TSHR antag = 3 | BCR signal inh = 5% | Tb PFK inh = 5%

(listing goes on)
25) O=C(Oc1cccc(NC2=NS(=O)(=O)c3ccccc32)c1)c1cccnc1
26) COc1ccc(Cl)cc1C(=O)NNC(=O)CCNC(C)=O
27) Cc1nn(CC(=O)Nc2ccc(N3CCOCC3)cc2)c(C)c1Cl
28) Cc1ccc(S(=O)(=O)NC2CCCC2)cc1C(N)=O
29) O=C(c1ccc([N+](=O)[O-])o1)N1CCc2ccccc21
30) OCCC1CN(Cc2cnn(-c3ccccc3Cl)c2)CCN1Cc1ccsc1 (configuration not stated)
Assay by compound,25,26,27,28,29,30
FBPA coupling cs,1,-1,.,.,1,1
GALK inh,1%,12%,6%,-4%,.,1%
Giardia kill,-11,13,19,-25,-88*,-10
A-T KAP1 phos,-2%,-1%,4%,11%,14%,3%
KCNH2 WT inh,14,1,5,-16,1,12
TCR act,-1%,2%,3%,-2%,.,-8%
CXXC DNA block,3%,7%,11%,-4%,0%,-23%
TSHR antag,-14,7,-6,7,-6,-9
BCR signal inh,-1%,5%,-4%,6%,-1%,?
Tb PFK inh,2%,-2%,-2%,-3%,3%,3%

31) Cc1ccc(-c2nnc(N(C)C(=O)c3ccncc3)s2)cn1
32) Cn1c(SCC(=O)Nc2nc(C(C)(C)C)cs2)nnc1C1CC1
33) O=C(COc1cccc2cccnc12)Nc1ccccc1N1CCOCC1
34) Cc1ccc(C(=O)NCc2ccc3c(c2)OCO3)cc1Cl
35) CCOC(=O)N1CCC(Nc2c(NCCCN(C)Cc3ccccc3)c(=O)c2=O)CC1
36) CC(C)C(OC(=O)CCC(=O)Nc1nccs1)C(=O)NC1CCCCC1 (configuration not stated)
Assay by compound,31,32,33,34,35,36
FBPA coupling cs,-1,-4,3,-3,-1,4
GALK inh,4%,1%,-2%,5%,1%,-1%
Giardia kill,6,3,13,-14,5,20
A-T KAP1 phos,9%,3%[11.5 µM],-1%,8%,0%,4%
KCNH2 WT inh,0,15,2,5,0,1
TCR act,4%,1%,-4%,.,2%,-5%
CXXC DNA block,2%,-11%,1%,3%,0%,-16%
TSHR antag,-12,-2,32,15,8,-11
BCR signal inh,0%,?,?,10%,?,?
Tb PFK inh,1%,2%,-1%,1%,1%,1%

37) CCc1nnc(NC(=O)c2cccc(S(=O)(=O)N3CCCC3)c2)s1
38) Oc1c(N=NC(=S)Nc2ccccc2F)c2ccccc2n1Cc1cccc(Cl)c1
39) O=C(CSc1nnc2c(n1)[nH]c1ccc(S(=O)(=O)N3CCOCC3)cc12)Nc1ccc(F)c(F)c1
40) S=C(NCc1ccc2[nH]c3c(c2c1)CCCC3)Nc1ccccc1Cl
Assay by compound,37,38,39,40
FBPA coupling cs,0,-3,-10,-9
GALK inh,4%,-1%,4%,.
Giardia kill,2,13,16,-5
A-T KAP1 phos,10%,-2%,-8%,1%
KCNH2 WT inh,-7,5,-2,-7
TCR act,-7%,2%,-4%,9%
CXXC DNA block,-1%,10%,16%,3%
TSHR antag,4,-7,3,-7
BCR signal inh,3%,?,-10%,?
Tb PFK inh,5%,4%,-1%,0%
